From PubChem BioAssay
Rin1-Abl PPI inh – inhibitors of human Rin1-Abl protein interaction; TR-FRET Rin1/Abl binding, biochemical; inhibition, % at 7.35 µM; actives 0.4% (n = 360,000); in the data active = inhibition above about 5%, passing the limit was not always enough
FAS TE block – FAS thioesterase (human) inhibition | recombinant FAS-TE, OMFH fluorogenic substrate, fluorescence endpoint | actives 0.67% (n = 360,000) | AID 602261 | P49327 | inhibition, % at 15 µM;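 active = compounds whose normalised, plate-corrected inhibition of enzyme fluorescence in the single-dose primary screen is 50% or more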;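 note: 0% = DMSO with enzyme and 100% = substrate without enzyme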
MT1-MMP act inh – inhibitors of human MT1-MMP activation. actives 0.061% (n = 360,000). AID 651647. GFP/RFP ratio change, % at 20 µM. HT1080 RFP-PRO-GFP cells, GFP/RFP ratio fluorescence, overnight; percent of plate control window, DMSO zero. P50281;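 active = GFP/RFP ratio change of at least 30% with cell ATP level not reduced by more than half and red fluorescence within 50% of control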; note: strong numbers were not always called active
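Assay system: HT1080 RFP-PRO-GFP cells | Dosing: 20 µM single dose, 1% DMSO | Incubation: Cells overnight before dosing, compound overnight, 37 °C, 5% CO2 | Evaluation: GFP/RFP fluorescence ratio | Control set: DMSO-only wells and HT1080 RFP-L50D-GFP cell wells as references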
SKN-1 inh – inhibitors of C. elegans SKN-1. actives 0.49% (n = 360,000). inhibition, % at 21.8 µM. AID 624304. C. elegans VP596 Pgst-4::GFP/RFP ratio, acrylamide-induced, 24 h;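 active = interference check ratio from 0.5 to 1.5 plus GFP to RFP signal ratio inhibition reaching or exceeding a fixed threshold, cut at about 30% in these data, passing the limit was not always enough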; note: some compounds called inactive have numbers as strong as hits
eLon inh – E. coli protease La inhibition; P0A9M0; purified E. coli Lon protease, fluorescence polarization; inhibition, % at 7.94 µM; actives 0.42% (n = 360,000); AID 602123; in the data active = inhibition above about 13%, passing the limit was not always enough;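 note: 0% = enzyme with probe and DMSO and 100% = no enzyme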
CendR NRP1 mod – modulators of CendR peptide binding to human neuropilin-1. FAM-RPARPAR peptide binding to NRP-1, fluorescence polarization. inhibition, % at 25 µM. actives 0.85% (n = 360,000);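 active = inhibition or corrected inhibition above about 18%, plus a signal ratio from 0.5 to 1.5, limit read from the data, passing the limit was not always enough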; note: strong numbers were not always called active
Neddyl block – inhibitors of human cullin neddylation; P61081+Q13564; TR-FRET cullin neddylation, biochemical; calls only at 25 µM; actives 0.58% (n = 360,000); AID 651699; in the data active = inhibition above about 36%
Target sequence (P61081 whole entry, looked up): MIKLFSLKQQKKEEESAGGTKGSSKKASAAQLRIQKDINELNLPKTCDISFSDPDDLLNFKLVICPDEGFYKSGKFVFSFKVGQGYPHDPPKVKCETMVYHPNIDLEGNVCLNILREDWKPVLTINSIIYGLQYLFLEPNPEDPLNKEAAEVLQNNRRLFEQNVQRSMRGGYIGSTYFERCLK
Target sequence (Q13564 whole entry, looked up): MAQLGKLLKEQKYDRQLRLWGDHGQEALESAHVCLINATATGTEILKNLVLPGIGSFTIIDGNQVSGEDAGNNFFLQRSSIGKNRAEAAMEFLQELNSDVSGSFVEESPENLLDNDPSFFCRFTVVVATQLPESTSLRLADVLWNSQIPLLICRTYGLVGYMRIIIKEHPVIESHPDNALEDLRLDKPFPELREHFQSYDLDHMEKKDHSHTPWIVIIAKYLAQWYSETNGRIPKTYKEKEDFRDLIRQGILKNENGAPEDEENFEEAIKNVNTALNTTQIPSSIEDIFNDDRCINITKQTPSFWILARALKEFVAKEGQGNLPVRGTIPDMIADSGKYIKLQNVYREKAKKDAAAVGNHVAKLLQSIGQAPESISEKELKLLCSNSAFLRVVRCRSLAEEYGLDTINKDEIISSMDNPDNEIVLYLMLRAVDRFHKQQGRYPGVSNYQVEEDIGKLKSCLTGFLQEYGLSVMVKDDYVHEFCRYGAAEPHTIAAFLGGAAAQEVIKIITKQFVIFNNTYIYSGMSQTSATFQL
MsrA act – activates bovine MsrA enzyme. purified bovine MsrA, absorbance read-out. activation, % at 10.6 µM. actives 0.3% (n = 360,000); in the data active = activation above about 7.5%;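 note: 0% = vehicle and 100% = reference activator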
MsrA inhibitor – bovine MsrA inhibition | purified bovine MsrA, absorbance read-out | inhibition, % at 15.5 µM | actives 0.75% (n = 360,000); in the data active = inhibition above about 4.5%;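 note: 0% = vehicle wells with enzyme and 100% = reference inhibitor wells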
Starred values were filed as active, the others as inactive; i = inactive; . = no result given; & = joins results of further samples.

nr	Compound	Rin1-Abl PPI inh	FAS TE block	MT1-MMP act inh	SKN-1 inh	eLon inh	CendR NRP1 mod	Neddyl block	MsrA act	MsrA inhibitor
1	CCOc1ccc(OCC)c(S(=O)(=O)NCc2ccc3c(c2)OCO3)c1	-3	3	2	1	6	0	i	-3	0.3
2	CC(C)n1nnnc1SCC(=O)Nc1ccccc1F	3	-6	2	-5	1	8	i	-2	1.7
3	O=C(NCCCN1CCOCC1)c1cccc(S(=O)(=O)Nc2cc(Cl)ccc2Cl)c1	-3	-3	0	-3	-3	-1	i	-4	-0.8
4	CN1N=C(C(=O)Nc2ccc3c(c2)CCC3)CCC1=O	0	-2	6	-6	7	-1	i	-1	1.7
5	N#CCSc1nccc(/C=C/c2ccccc2)n1	1	5	-9	3	8	8	i	-3	1.2
6	Cc1ccnc(NS(=O)(=O)c2ccc(NC(=O)Cc3ccc(Cl)cc3)cc2)n1	-1	-6	3	7	-4	-7	i	1	-0.5
7	COc1cc(C(=O)N(C)CCOc2ccccc2)ccc1OCC(=O)Nc1cccc(C(F)(F)F)c1	2	17	-6	8	9	-2	i	-1	0.0
8	CC(C)CC1Nc2ncnc(N3CCN(c4ccccn4)CC3)c2N(Cc2ccc(Cl)cc2)C1=O (configuration not stated)	-1&0	22&22	-5&-13	14&11	6&-7	11&2	i	-2&-10	0.4&1.4

nr	Compound	Rin1-Abl PPI inh	FAS TE block	MT1-MMP act inh	SKN-1 inh	eLon inh	CendR NRP1 mod	Neddyl block	MsrA act	MsrA inhibitor
9	CC(=O)NCCNC(=O)C1Cc2c(-c3cccc(NC(C)=O)c3)ccnc2O1 (configuration not stated)	-4	-6	2	-4	4	0	i	-1	-1.1
10	Cc1ccc(C)c(N(C(=O)c2csnn2)C(C(=O)NC2CCCC2)c2cccnc2)c1 (configuration not stated)	0	-2	4	15	-2	-5	i	0	1.2
11	Cc1cc(C)n2ncc(C(=O)Nc3ccc4c(c3)OCO4)c2n1	-1	7	7	9	3	-4	i	-2	-0.2
12	COC(=O)c1cc(S(=O)(=O)N2CCN(C(=O)c3ccco3)CC2)cn1C	2	-4	-1	4	9	-8	i	-3	0.1
13	O=C(O)c1ccc(C=NNC(=O)c2cccc3ccccc23)cc1	-1	-6	3	14	3	10	i	-3	2.3
14	COc1ccccc1Nc1nc(N)nc(CSC(=S)N2CCCCC2C)n1 (configuration not stated)	2	9	-4	3	-7	-6	i	-3	0.8
15	O=C(O/N=C1\CCCc2ccccc21)c1cccc(Cl)c1	-4	26	3	-3	2	-2	i	0	2.0
16	Cc1ccc(C)c(OCC(=O)Nc2ccc3c(c2)OCO3)c1	-5	8	3	15	-17	12	i	-3	.

nr	Compound	Rin1-Abl PPI inh	FAS TE block	MT1-MMP act inh	SKN-1 inh	eLon inh	CendR NRP1 mod	Neddyl block	MsrA act	MsrA inhibitor
17	COc1ccc(-c2nn(CCC#N)cc2C=C(C#N)C#N)cc1	-2	2	-1	-5	-4	4	i	-2	1.6
18	O=C(Nc1ccc(Cl)c(Cl)c1)Nc1ccc(N2CCCC2)c(S(=O)(=O)Nc2ccccc2Cl)c1	-4	28	-32	10	-1	-21	i	-5	0.8
19	COc1ccc(/C=C/c2nc3ccccc3n2C)cc1	-1	6	1	-17	-1	6	i	-14	5.5*
20	COc1ccc(C(=O)NCC(=O)N2CC=C(c3ccccc3)CC2)cc1OC	2	-2	8	6	0	1	i	-7	-1.1
21	COC(=O)c1cc(NC(=O)Nc2ccccc2OC)cc(C(=O)OC)c1	0	15	2	3	7	8	i	1	-1.0
22	CC(C)(C)NC(=O)CSc1nnc(NC(=O)CCn2cnc3ccccc3c2=O)s1	-3	-1	4	9	-4	0	i	2	1.2
23	COc1ccc(CNC(=O)CN(C(=O)CCC(=O)Nc2ccccn2)c2cccc(C)c2)cc1	-2	-2	-1	2	-6	4	i	-2	1.6
24	COCCN(Cc1ccccc1)C(=S)Nc1ccc(Cl)cc1	1	17	-1	2	7	-23	i	-3	1.4

nr	Compound	Rin1-Abl PPI inh	FAS TE block	MT1-MMP act inh	SKN-1 inh	eLon inh	CendR NRP1 mod	Neddyl block	MsrA act	MsrA inhibitor
25	O=C1C=C(OCCCl)CC(c2cccc(Cl)c2)O1 (configuration not stated)	.	.	9	5	.	8	i	.	-0.4
26	O=C1C=C(O)c2[nH]c(=O)ccc2C1=O	-2	-2	7	17	6	10	i	-1	2.4
27	Cc1ccc2c(=O)cc(C(=O)NCCc3ccc(S(N)(=O)=O)cc3)oc2c1C	2	2	-6	0	-3	3	i	0	-0.9
28	CC(=O)Nc1cccc(N2C(=O)CC(Cc3ccccc3)C2=O)c1 (configuration not stated)	1	-4	-1	-16	-5	7	i	0	-0.9
29	CC(C)(C)[C@H]1C=C(C(=O)NC2CC2)O[C@@H](OCc2ccc(CO)cc2)C1	2	-4	3	11	-3	7	i	0	0.0
30	COc1ccc(NC(=O)C2C3C=CC(C3)C2C(=O)NCc2ccccn2)c(OC)c1 (configuration not stated)	0	-2	-4	-7	-2	8	i	-2	0.4
31	CCOc1ccc(S(=O)(=O)N2CCN(C(=O)c3ccc(C)c(S(=O)(=O)N4CCOCC4)c3)CC2)cc1	-2	17	1	-5	-8	9	i	0	0.1
32	O=C(COc1ccccc1)Nc1nnc(-c2ccc(F)cc2)o1	1	-1	-4	-5	3	-6	i	-7	-0.4

nr	Compound	Rin1-Abl PPI inh	FAS TE block	MT1-MMP act inh	SKN-1 inh	eLon inh	CendR NRP1 mod	Neddyl block	MsrA act	MsrA inhibitor
33	CCCn1nnc(NC(=O)c2cc3ccccc3o2)n1	-3	-5	-2	11	-7	12	i	-1	0.0
34	CC(O)c1nc2ccccc2n1C(C)c1ccccc1 (configuration not stated)	-5	-3	-1	13	-5	-14	i	-2	0.3
35	CCn1ncc(Br)c1C(=O)N(C)C12CC3CC(CC(C3)C1)C2	0	5	1	11	2	27*	i	7	0.3
36	Cc1cc(O)c(C(C)C)cc1NS(=O)(=O)c1ccccc1	1	-3	-1	-22	-5	-52	i	-6	-0.3
37	O=C(O)/C=C\c1cn(-c2ccccc2)nc1-c1cc2ccccc2o1	-1	3	11	-6	4	10	.	-5	4.2
38	COc1ccc(COC(=O)CCS(=O)(=O)c2ccc(C)cc2)cc1F	1	6	-14	2	-9	6	i	0	-0.6
39	O=C(O)CN1C(=O)C2C3CC(C2C1=O)C1C(c2ccc(F)cc2)c2sc(=O)[nH]c2SC31 (configuration not stated)	0	-10	2	48*	-12	4	i	-7	-1.1
40	O=C(NCc1cccnc1)NC(C(F)(F)F)C(F)(F)F	0	-10	1	-11	1	-9	i	-2	0.6

nr	Compound	Rin1-Abl PPI inh	FAS TE block	MT1-MMP act inh	SKN-1 inh	eLon inh	CendR NRP1 mod	Neddyl block	MsrA act	MsrA inhibitor
41	COc1ccccc1CNC(=O)CSc1ccc(-c2ccccn2)nn1	-3	-6	-2	-8	0	-9	i	-3	1.6
42	O=C1C(Cl)=C(N2CCCCCC2)C(=O)N1c1ccccc1Cl	0	8	-1	7	-4	-5	i	4	-0.2
43	COc1ccc(OC)c(S(=O)(=O)N2CCCC(C(=O)N3CCCC3)C2)c1 (configuration not stated)	0	-5	2	2	-8	0	i	-11	-1.1
44	CCOC(=O)N1CCN(C(=O)c2cccc(NS(=O)(=O)c3ccc(F)c(F)c3)c2)CC1	-6	-6	1	6	-1	-3	i	-2	-0.7
45	Cc1ccc(S(=O)(=O)N(CCC(=O)O)Cc2ccc(Cl)cc2)cc1	1	-3	3	7	-6	12	i	-2	-0.1
46	Nc1ncnc2c1ncn2CCN1CCOCC1	3	-8	3	31	0	4	i	-4	-0.1
47	Cc1cc(C)c2c(N)c(C(=O)Nc3nccs3)sc2n1	-4	-2	12	6	-4	-5	.	1	1.3
48	CC(C)NC(=O)NNc1c(Cl)cncc1Cl	-2	-5	1	1	2	2	i	1	-0.6

nr	Compound	Rin1-Abl PPI inh	FAS TE block	MT1-MMP act inh	SKN-1 inh	eLon inh	CendR NRP1 mod	Neddyl block	MsrA act	MsrA inhibitor
49	CCN(c1ccccc1)S(=O)(=O)c1ccc(C(=O)Nc2ccccc2OC)cc1	2	20	-2	4	-12	-1	i	-2	-0.5
50	CCCCC(=O)NC(=S)Nc1ccccc1C(=O)Nc1ccccc1	0	-4	1	17	-3	-20	i	-1	0.5
51	CCOc1ccc(N2C(=O)S/C(=C\c3cc(OC)c(OC)c(OC)c3)C2=O)cc1	-1	-4	2	15	4	-4	i	-2	1.4
52	CC(=O)Nc1cccc(NC(=O)CSc2nc3c(=O)n(C)c(=O)n(C)c3n2C)c1	1	-4	-4	-28	-5	4	i	-2	-0.1
53	Cc1noc(C)c1S(=O)(=O)N(C)C[C@H]1Oc2c(NC(=O)Nc3ccccc3)cccc2C(=O)N([C@H](C)CO)C[C@@H]1C	-1	5	-2	21	-4	4	i	-2	1.9
54	Nc1ncnc2c1ncn2[C@@H]1O[C@H](C(=O)NCc2ccc(OC(F)(F)F)cc2)[C@@H](O)[C@H]1O	3	-8	5	-2	-7	7	i	-9	1.2
55	COc1ccc(CNC(=O)CN(C(=O)c2csnn2)c2cccc3ccccc23)cc1	-1	0	1	-5	-4	-6	i	-1	-0.3
56	Cc1ccc(C(=O)NCC(c2ccc(F)cc2)N2CCOCC2)s1 (configuration not stated)	5	-4	0	-17	-1	-5	i	-1	-0.2

nr	Compound	Rin1-Abl PPI inh	FAS TE block	MT1-MMP act inh	SKN-1 inh	eLon inh	CendR NRP1 mod	Neddyl block	MsrA act	MsrA inhibitor
57	CCCOc1ccc(C2c3c(oc4cc(C)c(C)cc4c3=O)C(=O)N2CCCN(C)C)cc1 (configuration not stated)	-1	4	5	-8	0	-7	i	-2	0.3
58	Cc1ccc(NC(=O)N2CCCc3ccccc32)cc1C	-1	3	-5	2	-23	-2	i	-1	-0.8
59	O=C(Nc1nnc(-c2cc(Cl)ccc2Cl)o1)c1ccco1	-6	-6	1	7	-1	1	i	-2	-0.2
60	Nn1c(SCc2cn3ccccc3n2)nnc1-c1ccncc1	-2	0	-1	-21	2	12	i	-16	-1.4
61	Cc1cccc(NC(=O)CNC(=O)c2cccc(-n3cccc3)c2)c1C	1	4	1	-6	-12	-24	i	-1	-0.6
62	Cc1ccc2c(C)c(C(=O)N(Cc3cccs3)C3CCS(=O)(=O)C3)oc2c1 (configuration not stated)	0	10	-6	26	0	8	i	-11	1.0
63	c1cncc(-c2cccnc2)c1	0	-7	4	-25	-3	-6	i	-3	-0.2
64	CCCCN(CCCC)CCCNC(=O)C1CC(c2cc(C(F)(F)F)cc(C(F)(F)F)c2)=NO1 (configuration not stated)	5	-7	2	-2	-3	10	i	-10	-0.3
65	COc1cc(/C=C2\CCn3c2nc2cc(C(=O)O)ccc2c3=O)ccc1OC(F)F	0	11	10	7	0	-41	i	-4	3.4

Arranged by SMILES length (descending): part of the list above
nr	Compound	Rin1-Abl PPI inh	FAS TE block	MT1-MMP act inh	SKN-1 inh	eLon inh	CendR NRP1 mod	Neddyl block	MsrA act	MsrA inhibitor
57	CCCOc1ccc(C2c3c(oc4cc(C)c(C)cc4c3=O)C(=O)N2CCCN(C)C)cc1 (configuration not stated)	-1	4	5	-8	0	-7	i	-2	0.3
65	COc1cc(/C=C2\CCn3c2nc2cc(C(=O)O)ccc2c3=O)ccc1OC(F)F	0	11	10	7	0	-41	i	-4	3.4
58	Cc1ccc(NC(=O)N2CCCc3ccccc32)cc1C	-1	3	-5	2	-23	-2	i	-1	-0.8
